# CHRM5 agonist – CHRM5 agonism in calcium assay | P08912 | AID 624037 | actives 0.19% (n = 360,000) | CHO-K1 hM5 cells, Fluo-8 calcium fluorescence; 0% DMSO wells, 100% maximal acetylcholine response | activation, % at 3 µM;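 active = activation above the run's mean over test compounds plus 3 SD, cut at about 23% in these data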;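 also: signal is peak over basal fluorescence ratio across the kinetic read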
# Target sequence (P08912 whole entry, looked up): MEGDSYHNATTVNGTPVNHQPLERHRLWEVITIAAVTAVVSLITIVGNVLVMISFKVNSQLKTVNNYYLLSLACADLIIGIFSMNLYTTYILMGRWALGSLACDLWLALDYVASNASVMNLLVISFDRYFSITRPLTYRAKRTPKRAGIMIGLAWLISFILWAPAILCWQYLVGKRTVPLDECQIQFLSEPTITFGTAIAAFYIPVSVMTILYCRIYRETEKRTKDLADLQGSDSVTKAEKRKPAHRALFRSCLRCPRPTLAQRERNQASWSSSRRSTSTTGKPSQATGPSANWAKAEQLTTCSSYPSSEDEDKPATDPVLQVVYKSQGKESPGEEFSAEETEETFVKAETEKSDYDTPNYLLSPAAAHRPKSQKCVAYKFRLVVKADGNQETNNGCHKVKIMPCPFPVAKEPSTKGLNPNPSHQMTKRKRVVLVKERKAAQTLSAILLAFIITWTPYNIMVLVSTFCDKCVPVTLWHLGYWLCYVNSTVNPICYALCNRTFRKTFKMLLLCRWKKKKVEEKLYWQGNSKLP
# M4 antag – antagonists of human muscarinic M4 receptor (CHRM4); actives 0.73% (n = 360,000); CHO-hM4 cells, ACh EC80, Fluo-8 calcium fluorescence; inhibition, % at 3 µM; AID 624125; P08173;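 active = inhibition above its plate's cutoff, the mean inhibition of sample wells plus 3 SD, cut at about 27% in these data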;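 also: 0% = acetylcholine EC80 with DMSO and 100% = DMSO without agonist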
# Target sequence (P08173 whole entry, looked up): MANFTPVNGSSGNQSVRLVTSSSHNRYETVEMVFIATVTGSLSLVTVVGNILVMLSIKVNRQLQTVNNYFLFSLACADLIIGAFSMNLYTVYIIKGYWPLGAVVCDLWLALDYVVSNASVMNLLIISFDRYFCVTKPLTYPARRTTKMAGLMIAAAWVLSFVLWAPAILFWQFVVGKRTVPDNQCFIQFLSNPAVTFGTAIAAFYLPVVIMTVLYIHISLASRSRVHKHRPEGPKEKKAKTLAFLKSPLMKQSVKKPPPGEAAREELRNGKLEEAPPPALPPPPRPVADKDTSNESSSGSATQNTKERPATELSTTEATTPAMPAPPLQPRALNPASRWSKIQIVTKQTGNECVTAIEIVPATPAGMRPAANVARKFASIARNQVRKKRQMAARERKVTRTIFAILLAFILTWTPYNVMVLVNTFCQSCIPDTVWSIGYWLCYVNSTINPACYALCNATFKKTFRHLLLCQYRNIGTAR
# M5 antag – CHRM5 antagonism in calcium assay; P08912; CHO-hM5 cells, Fluo-8 calcium fluorescence, ACh EC80; inhibition, % at 3 µM; actives 0.59% (n = 360,000);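 active = inhibition above a per-plate cutoff, the mean of that plate's test compounds plus 3 SD, cut at about 27% in these data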;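 also: 0% = acetylcholine EC80 with DMSO and 100% = DMSO without agonist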
# CHO-K1 Ca antag – M1 antagonist counterscreen hit in parental CHO-K1 cells. AID 602250. inhibition, % at 3 µM. actives 0.6% (n = 360,000). ATP-induced calcium, Fluo-8 fluorescence;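 active = inhibition above a per-plate cutoff, the plate's mean sample inhibition plus 3 SD, cut at about 24% in these data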;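 also: 0% = DMSO plus EC80 ATP and 100% = DMSO alone without ATP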
# CHRM5 PAM – positive allosteric modulators of human muscarinic M5 receptor | CHO-K1 hM5, Fluo-8 calcium, ACh EC20 PAM; 0% = ACh EC20, 100% = ACh EC100 | activation, % at 3 µM | actives 0.3% (n = 360,000) | AID 624038;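 active = activation above the run cutoff, the mean activation of all test compounds plus 3 SD, cut at about 18% in these data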
#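 Probe or stimulus: acetylcholine, EC20 level; Assay system: human M5 receptor in CHO-K1 cells; Schedule: compound preincubation 140 s before EC20 acetylcholine addition; Technique: intracellular calcium via Fluo-8 fluorescence; Dosing: single-point, 3 µM nominal; Read-out basis: percent activation from peak-over-basal fluorescence ratio, scaled EC20-to-EC100 acetylcholine; Repeats: one well per compound, no replicates.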
# CHO-K1 Ca PAM – nonselective activator or artifact in parental CHO-K1 calcium assay | ATP EC20, Fluo-8 calcium fluorescence; 0% at ATP EC20, 100% at ATP max | AID 602247 | activation, % at 3 µM | actives 0.02% (n = 360,000);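 active = activation above the run cutoff, the mean activation of all test compounds plus 3 SD, cut at about 40% in these data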;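 also: peak over basal fluorescence ratio in a 140 s read after ATP addition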
# M1 ag parental – M1 agonist counterscreen hit in parental CHO-K1 cells; AID 602248; activation, % at 3 µM; Fluo-8 calcium fluorescence; scaled to maximal ATP response, vehicle zero; actives 0.48% (n = 360,000); in the data active = activation above about 15%;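 also: untransfected CHO-K1 host cells lacking M1 receptor as counterscreen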
# M4 PAM – positive allosteric modulators of human muscarinic M4 receptor | P08173 | CHO-K1 hM4/Gqi5, Fluo-8 calcium fluorescence, ACh EC20; 0% = ACh EC20, 100% = maximal ACh | activation, % at 3 µM | actives 0.4% (n = 360,000) | AID 624126;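 active = activation above its plate's cutoff, the mean activation of sample wells plus 3 SD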; also: some results filed as inactive read as strong as hits
# CHRM4 agonist – CHRM4 agonism in calcium assay | P08173 | CHO-K1 hM4/Gqi5, Fluo-8 calcium fluorescence; vehicle 0%, full acetylcholine response 100% | activation, % at 3 µM | actives 0.14% (n = 360,000) | AID 624127;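 active = activation above the run mean over all test wells plus 3 SD, cut at about 32% in these data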;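 also: peak over basal fluorescence ratio per well then scaled between controls; 0% = DMSO wells and 100% = acetylcholine at EC100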
# * = called active by the depositor; . = no result given.
SMILES,CHRM5 agonist,M4 antag,M5 antag,CHO-K1 Ca antag,CHRM5 PAM,CHO-K1 Ca PAM,M1 ag parental,M4 PAM,CHRM4 agonist
Cc1ccc2c(c1)cc(CN(C(=O)N1CCOCC1)C1CCCC1)c1nnnn12,0,-3,3,-1,-2,12,-0.3,12,1
CCOC(=O)N1CCN(S(=O)(=O)c2c(C)nc3scc(C)n3c2=O)CC1,0,8,3,-8,3,9,1.0,1,2
Clc1cccc(Cc2c(-c3ccco3)nc3ccc(Cl)cn23)c1,4,7,5,-19,4,23,1.2,1,1
Clc1ncc(CN2CCN(c3ccccc3)CC2)s1,-1,2,9,-13,0,15,1.5,-5,2
Cc1cc([N+](=O)[O-])c(C)cc1-c1ccc(/C=N/NC(=O)c2cccnc2)o1,3,0,0,-8,3,18,7.3,0,3
O=C(Nc1nccs1)c1cc(Cl)nc2ccccc12,1,-4,4,-2,-5,3,2.8,-1,8
Cc1cc(C)c(C#N)c(SCC(=O)C(C)(C)C)n1,-2,6,6,-14,-4,-10,-0.7,-5,-1
CC1CN(S(=O)(=O)c2ccccc2)CC(C)O1 (stereo unspecified),0,6,1,-2,0,-15,0.2,3,0
CCCCCCCCN1C(=O)[C@H](CC(=O)NCC2CCCCC2)C[C@@]2(C(=O)OCC)CCCC=C12,-4,-9,5,8,-5,-5,-1.1,10,-1
O=C(C[C@@H]1CC[C@H](NS(=O)(=O)c2ccccc2F)[C@@H](CO)O1)NCCCN1CCOCC1,1,-2,-3,.,-1,.,.,3,1
C=CCNc1nc(C(=O)OCC(=O)Nc2ccc(S(N)(=O)=O)cc2)cs1,2,-11,-2,-4,4,13,1.8,7,1
Cc1cc(C)c(C)c(S(=O)(=O)N2CCN(Cc3nc4ccccc4[nH]3)CC2)c1C,2,7,15,-6,-10,1,9.5,-10,27
CC(C)(C)NC(=O)CSc1nc2[nH]ncc2c(=O)[nH]1,-3,-1,1,-7,-4,17,0.4,-1,1
O=C(COC(=O)c1ccc(F)c(S(=O)(=O)N2CCOCC2)c1)c1ccc(Cl)cc1,3,-2,10,-5,-2,-4,1.7,-1,2
COC(=O)COc1ccc(NC(=O)C2CCCO2)cc1 (stereo unspecified),4,-5,-9,3,8,1,-0.1,2,0
CCCn1c(CC)nc([N+](=O)[O-])c1Sc1ccc(C)cc1,-4,-1,0,-1,-4,6,0.4,-1,-1
Cn1nc(-c2ccc(C(=O)NCCO)cc2)c2ccccc2c1=O,0,-9,12,11,-1,-24,-0.2,4,1
CCCCCCC(=O)OCC(=O)c1ccc2c(c1)NC(=O)CO2,5,-5,-3,-4,-1,1,4.3,3,6
O=C(NCc1ccccn1)c1cc(-c2ccccc2)nc2ccccc12,1,8,1,-13,-3,17,0.9,2,1
O=C(C1CCN(c2ncnc3c2nc2n3CCCCC2)CC1)N1CCCCC1,1,-6,-8,-14,12,11,1.2,6,3
Cc1cc(S(=O)(=O)NCC(c2ccc3c(c2)OCO3)N2CCOCC2)ccc1F (stereo unspecified),1,-4,0,-7,-2,-7,2.8,7,1
CCn1c(CNc2ccc(Cl)cc2)nnc1SCC#N,2,-6,12,9,-9,-12,0.3,2,2
COc1ccc(/C=N/OC(=O)c2ccc(Cl)cc2)c(Cl)c1OC,-6,6,10,-11,-6,18,0.2,-3,0
CC(=O)Oc1ccc(/C=C2/SC(=S)N(Cc3ccccc3)C2=O)cc1,-2,-8,-5,2,15,7,0.0,0,1
CCN(CC)S(=O)(=O)c1cc(C(=O)OCC(=O)c2ccc3c(c2)NC(=O)CO3)ccc1Cl,2,10,5,19,5,-8,-0.2,9,1
COc1ccccc1Nc1ncc(C(=O)N2CCC(C(N)=O)CC2)c2ccccc12,2,-8,1,12,0,-3,1.0,-5,1
CCCCN1C(Nc2ccccc2)=NC[C@@H]1C,0,-4,2,-7,3,-15,-0.2,14,2
CCC1Oc2nc(SC)nnc2-c2ccccc2N1C(=O)c1ccccc1 (stereo unspecified),-2,2,3,-5,-1,12,0.4,4,1
CCOC(=O)C1CCN(C(=O)CCCCn2c(=O)[nH]c3ccccc3c2=O)CC1,-6,-13,2,-1,6,7,0.5,13,4
O=C(c1ccc(OC2CCN(Cc3ccccc3C(F)(F)F)CC2)cc1)N1CCCCC1,-5,-1,29*,-4,-7,-2,-0.2,-10,2
COc1ccc(C)cc1NCc1cccc(OC)c1OC,-3,-5,2,-27,2,14,0.3,4,-1
CC(C)CNC(=S)N1CCN(Cc2ccc3c(c2)OCO3)CC1,-3,-13,-12,-2,0,9,0.9,7,3
CC(=O)Nc1c(NC(C)(C)C)c2ccccc2oc1=O,2,3,2,-10,3,24,2.4,4,2
COc1ccc(-n2c(C)c(C)c3c(NCCCO)ncnc32)cc1,-2,2,17,4,-5,3,2.1,1,5
CCN1C(=O)[C@H]2[C@@H](c3ccc(-c4ccccc4)cc3)N3CCC[C@@]3(C(=O)OC)[C@H]2C1=O,2,-4,13,2,3,-10,0.0,3,5
O=C1c2ccccc2NC(c2ccccn2)N1c1ccccc1F (stereo unspecified),0,3,-6,-5,5,22,0.4,-7,0
CN(C)/C(Cn1cncn1)=C1/N=C(c2ccccc2)OC1=O,-2,-3,-2,2,-1,7,0.3,0,1
COc1cc(C(=O)NCc2nnc(SCC(=O)Nc3cc(C)on3)o2)cc(OC)c1OC,4,-4,-9,-7,14,3,-0.1,10,1
CCN1C[C@@H]2[C@@H]3C(=O)N(C)C(=O)[C@@H]3[C@](CC)(C1=O)N2C(=O)c1ccc(C)cc1,3,-5,9,-17,4,22,0.3,2,2
COCCCNC(=O)c1ccc(-c2nc3ccccc3nc2-c2ccccc2)cc1,2,6,9,2,-12,-5,3.0,-9,8
CCOC(=O)CSC1=C(C#N)C(c2ccc(Cl)cc2)C(C(=O)OC)C(=O)N1 (stereo unspecified),-3,-11,1,-21,-7,11,1.4,1,-1
Cc1nnc(SCc2ccccc2)nc1-c1ccccc1,-5,4,11,-10,9,-12,-0.9,0,1
Cc1cccc(C(=O)N[C@H](C(=O)NCc2cccs2)C(C)C)c1,0,-1,1,-7,0,2,0.0,1,1
O=C1CN(C(=O)CN2C(=O)NC3(CCCCC3)C2=O)c2ccccc2N1,1,-21,12,-15,1,6,0.1,3,1
CCOC(=O)C1=C(C)N(C[C@@H]2CC[C@@H](Cc3ccc(-c4ccccc4)cc3)O2)C(=O)NC1c1cccc([N+](=O)[O-])c1 (stereo partly specified),1,-10,-8,-24,4,27,0.7,1,0
COc1ccc(OC)c(C2=NO[C@@](CC(=O)O)(C(=O)Nc3ccc4c(c3)OCCO4)C2)c1,-1,-3,9,5,2,14,0.1,12,1
COc1cccc(NC(=O)C2CCCN2C(=O)Nc2ccccc2)c1 (stereo unspecified),-1,-9,3,5,4,8,0.5,2,1
CCC(Oc1ccccc1)C(=O)NC1CCCCCC1 (stereo unspecified),-8,5,7,-17,-1,16,0.2,-8,0
Cc1cccc(C)c1NC(=O)COC(=O)Cc1ccsc1,0,1,5,5,-2,-5,-0.1,0,0
c1ccc(-c2nc(NCc3ccco3)c3ccccc3n2)nc1,-5,7,5,2,-12,7,0.8,6,2
COc1ccc(NS(=O)(=O)c2ccc(N3CCCC3=O)cc2)cn1,3,13,28*,5,-20,-6,9.7,-17,21
CCOC(=O)C1(Cc2ccc(OC)cc2)CCN(C(=O)c2cncs2)CC1,3,-14,-12,9,-1,-2,1.1,-1,7
O=C(CNC(=S)N(Cc1ccccc1F)C1CCCCC1)NCC1CCCO1 (stereo unspecified),-3,-12,2,-22,2,16,1.3,0,3
Cc1cc(NCc2ccccn2)n2nc(C)c(-c3ccccc3)c2n1,0,1,9,10,1,-17,0.9,16,2
COC(=O)C(Cc1cnc(Cl)s1)(C(=O)OC)c1ccc([N+](=O)[O-])cc1,-3,11,3,-4,-8,8,0.2,-7,0
O=[N+]([O-])c1ccc(P(=O)(Cc2ccccc2)c2ccccc2O)cc1 (stereo unspecified),-4,8,-2,-2,-5,-9,0.1,2,2
Cc1n[nH]c(C)c1S(=O)(=O)Nc1ccc2c(c1)OCCO2,-3,7,2,13,-3,-6,-0.3,1,0
NS(=O)(=O)c1ccc(Nc2ccc([N+](=O)[O-])c3nonc23)cc1,4,-2,-6,-2,3,7,2.1,1,2
CCOC(=O)N1CCN(S(=O)(=O)c2ccc(C)c(C)c2)CC1,1,0,6,-2,-10,6,0.8,2,2
NCCCCCc1nnc(SCc2ccc(Cl)cc2Cl)o1,-7,50*,43*,16,-19,13,0.6,-23,9

# Whole records, quoted from the list. Values in the order: CHRM5 agonist	M4 antag	M5 antag	CHO-K1 Ca antag	CHRM5 PAM	CHO-K1 Ca PAM	M1 ag parental	M4 PAM	CHRM4 agonist
# Results for c1ccc(-c2nc(NCc3ccco3)c3ccccc3n2)nc1 → -5	7	5	2	-12	7	0.8	6	2
# Results for Cc1cc(NCc2ccccn2)n2nc(C)c(-c3ccccc3)c2n1 → 0	1	9	10	1	-17	0.9	16	2

# (cont.)
SMILES,CHRM5 agonist,M4 antag,M5 antag,CHO-K1 Ca antag,CHRM5 PAM,CHO-K1 Ca PAM,M1 ag parental,M4 PAM,CHRM4 agonist
Cc1noc(C(=O)Nc2cccc(Cl)c2)c1Cl,-1,5,15,-2,-4,-15,1.8,-2,2
O=C(COc1ccc(Cl)cc1Cl)OCn1nnc2ccccc2c1=O,-2,-5,0,-3,12,0,0.2,7,0
COc1cc(C2NC(=S)NC3=C2C(=O)CCC3)ccc1O (stereo unspecified),-3,4,13,-11,-1,5,0.1,-2,1
CC(C)C(=O)Nc1ccccc1-c1nc2ccccc2[nH]c1=O,2,1,9,-19,-4,16,1.5,2,1
COc1ccc(OC)c(NC(=O)NNC(=O)COc2ccc(F)cc2F)c1,-4,-13,4,-10,2,17,-0.2,10,1
COc1ccc(/C=N/Nc2snc(SC)c2C#N)cc1OC,3,0,-5,-2,-1,3,0.8,13,6
Cc1cccc(C)c1-n1nnnc1C(c1ccnc2ccccc12)N1CCCN(C(=O)OC(C)(C)C)CC1 (stereo unspecified),-1,9,-1,-15,-1,19,0.6,-2,-1
CSc1cccc(NC(=O)CSc2nc3ccccc3o2)c1,1,1,-3,-16,-4,3,4.1,-4,9
Cc1ccc2[nH]c(=O)c(CN3CCCCC3)c(-c3ccccc3)c2c1,-1,-12,-12,5,12,-7,-0.2,12,1
CCOc1ccc2[nH]c(C)c(CN3CCCCCC3)c(=O)c2c1,-3,16,1,-3,-2,9,0.2,-10,0
Cn1nc(C2CC2)cc1NC(=O)C1(C)CCN1C(=O)Cc1ccc(-c2ccccc2)cc1 (stereo unspecified),5,5,16,10,-11,-11,6.5,-9,16
CC(C)(C)OC(=O)C[C@H]1C/C=C\C[C@@H](CC(=O)NCCO)C(=O)N2CCC[C@H]2COC1=O,-2,9,6,-11,5,21,1.8,3,1

# Part of the list above, limited to M4 antag and M5 antag.
compound | M4 antag | M5 antag
Cc1cc(C)c(C#N)c(SCC(=O)C(C)(C)C)n1 | 6 | 6
CC1CN(S(=O)(=O)c2ccccc2)CC(C)O1 (stereo unspecified) | 6 | 1
CCCCCCCCN1C(=O)[C@H](CC(=O)NCC2CCCCC2)C[C@@]2(C(=O)OCC)CCCC=C12 | -9 | 5
O=C(C[C@@H]1CC[C@H](NS(=O)(=O)c2ccccc2F)[C@@H](CO)O1)NCCCN1CCOCC1 | -2 | -3
C=CCNc1nc(C(=O)OCC(=O)Nc2ccc(S(N)(=O)=O)cc2)cs1 | -11 | -2
Cc1cc(C)c(C)c(S(=O)(=O)N2CCN(Cc3nc4ccccc4[nH]3)CC2)c1C | 7 | 15

# Source: PubChem BioAssay
